# Assay outcomes: PubChem BioAssay, several laboratories
# FXIIa inh: inhibitors of human coagulation factor XIIa; 220,000 tested, 0.3% active; inhibition, % at 5 µM; purified FXIIa, Boc-QGR-AMC fluorogenic substrate, 2 h; in the data active = inhibition above about 40%;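 note: 0% = enzyme with no compound and 100% = blank without enzyme; many of its hits are not listed in these tables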
# Hck Nef HTS: human Hck-Nef kinase inhibition. Recombinant Hck-YEEI plus Nef, Z-Lyte FRET kinase assay. inhibition, % at 20 µM. 220,000 tested, 0.68% active;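 active = Hck-Nef kinase inhibition above about 50%, limit read from the data; inactive = inhibition below that limit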;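 note: 0% = DMSO with Hck plus Nef and 100% = Hck alone without Nef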
# hK5 inh: kallikrein 5 (human) inhibition; 210,000 tested, 0.59% active; recombinant hK5, fluorogenic AMC substrate cleavage; inhibition, % at 5 µM; Q9Y337;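 active = inhibition of 40% or more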;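 note: 0% = enzyme controls without compound and 100% = no-enzyme blanks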
# FXIa inh: inhibitors of human coagulation factor XIa | 220,000 tested, 0.14% active | inhibition, % at 5 µM | purified FXIa, Boc-Glu-Ala-Arg-AMC fluorogenic substrate | P03951;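 active = inhibition of at least 40%; inactive = inhibition below 40%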;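 note: fluorescence of freed AMC excited at 355 nm; 0% = enzyme without compound and 100% = no enzyme blank; many of its hits are not listed in these tables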
# TNF death inh: inhibitors of TNF-alpha induced necroptosis in Jurkat FADD-/- cells | Jurkat FADD-/- TNF necroptosis rescue, ATP luminescence, 24 h; 0 = TNF only, 100 = no-TNF cells | activation (protection from cell death), % at 10 µM | 220,000 tested, 0.068% active | AID 463075;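 active = activation, meaning protection from cell death, of at least 50% relative to plate controls; inactive = activation below 50%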;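 note: necroptosis triggered by 40 ng/mL TNF-alpha added together with compound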
# L929 necroptosis: L929 zVAD cell death inhibition; L929 zVAD necroptosis rescue, ATP luminescence, 24 h; with zVAD 60 µM; viability rescue, % at 10 µM; 220,000 tested, 0.38% active;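 active = activation, scaled between plate controls, above about 75%, limit read from the data; inactive = activation under that limit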;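 note: 0% = zVAD with DMSO and 100% = DMSO alone without zVAD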
# Rad51 HR inh: blocks human Rad51 in homologous recombination. 200,000 tested, 0.085% active. Q06609. inhibition, % at 10 µM. hRad51 DNA strand exchange, fluorescence dequenching;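 active = inhibition above 40% at the single screening dose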;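 note: 0% = DMSO control wells and 100% = blanks with heterologous ssDNA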
#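 Test system: preformed human Rad51 ssDNA filaments. Compound dosing: single dose, 10 µM final compound. Incubation: filaments 15 min 37 °C, then compound 30 min. Technique: FRET fluorescence dequenching, excitation 485 nm, emission 520 nm. Read-out basis: percent inhibition from fluorescence, normalised to plate control and blank means. Benchmarks: plate controls and plate blanks.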
# thrombin 1536: inhibitors of human thrombin. 220,000 tested, 0.26% active. inhibition, % at 5 µM. P00734. alpha-thrombin, Boc-VPR-AMC fluorogenic substrate cleavage;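 active = inhibition at or above 40%; inactive = inhibition below 40%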;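 note: 0% = enzyme with no compound and 100% = wells without enzyme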
#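 signal = AMC fluorescence, 355/460 nm | material = human alpha-thrombin enzyme | control set = enzyme without compound as high, wells lacking enzyme as low | times = reaction at room temperature | read-out basis = percent inhibition scaled between no-compound controls and no-enzyme blanks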
# Cl transport mod: modulates chloride dependent transport by human KCC2; KCC2 cells, thallium flux FluoZin-2 fluorescence; AID 1456; 190,000 tested, 2.2% active; B-score of Tl+ flux slope (higher = more flux/activation; lower = inhibition) at 10 µM;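 active = thallium flux slope and its plate-corrected score both differing from the plate sample mean at a set confidence after two filtering rounds, in either direction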;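 note: slope of fluorescence scaled to starting intensity during 10 to 20 s after thallium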
# Target sequence (Q9H2X9 whole entry, looked up): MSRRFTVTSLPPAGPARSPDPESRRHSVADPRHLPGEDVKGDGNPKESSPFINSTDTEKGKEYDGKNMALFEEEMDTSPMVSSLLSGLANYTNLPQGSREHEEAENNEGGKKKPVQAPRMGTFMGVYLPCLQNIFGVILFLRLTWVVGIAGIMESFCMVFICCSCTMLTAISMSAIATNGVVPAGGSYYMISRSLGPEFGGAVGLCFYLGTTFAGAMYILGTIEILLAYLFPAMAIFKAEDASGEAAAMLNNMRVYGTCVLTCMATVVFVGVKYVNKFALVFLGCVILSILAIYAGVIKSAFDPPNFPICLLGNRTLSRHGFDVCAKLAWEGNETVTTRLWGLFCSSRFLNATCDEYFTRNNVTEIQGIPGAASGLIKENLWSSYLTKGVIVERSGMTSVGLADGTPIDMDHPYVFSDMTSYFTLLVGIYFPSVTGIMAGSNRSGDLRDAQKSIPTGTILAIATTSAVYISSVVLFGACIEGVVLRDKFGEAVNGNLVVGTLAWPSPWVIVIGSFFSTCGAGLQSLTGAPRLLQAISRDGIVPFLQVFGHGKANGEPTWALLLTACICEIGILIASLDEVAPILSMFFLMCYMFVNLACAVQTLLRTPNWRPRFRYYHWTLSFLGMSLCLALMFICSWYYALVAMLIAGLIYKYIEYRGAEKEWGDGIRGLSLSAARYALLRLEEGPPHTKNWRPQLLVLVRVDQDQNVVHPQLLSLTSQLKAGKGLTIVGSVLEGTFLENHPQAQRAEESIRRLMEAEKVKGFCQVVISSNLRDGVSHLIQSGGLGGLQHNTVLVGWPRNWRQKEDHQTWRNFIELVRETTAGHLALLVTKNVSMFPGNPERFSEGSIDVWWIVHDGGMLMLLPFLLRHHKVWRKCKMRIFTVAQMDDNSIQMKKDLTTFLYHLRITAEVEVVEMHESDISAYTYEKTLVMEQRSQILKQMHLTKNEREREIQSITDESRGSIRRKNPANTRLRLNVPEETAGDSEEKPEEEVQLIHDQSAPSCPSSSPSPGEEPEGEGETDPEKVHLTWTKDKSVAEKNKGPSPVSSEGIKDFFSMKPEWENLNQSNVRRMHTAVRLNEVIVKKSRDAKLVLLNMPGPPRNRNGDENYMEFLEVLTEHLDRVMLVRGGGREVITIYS
# * = called active by the depositor; · = not tested or not shown. A portion of the library, so the mix of outcomes need not match the whole.
# Every second line gives: Cl transport mod	L929 necroptosis	FXIa inh	Rad51 HR inh	Hck Nef HTS	TNF death inh	FXIIa inh	thrombin 1536	hK5 inh
- CC(=O)[C@@H]1[C@@H]2C(=O)N(c3ccccc3F)C(=O)[C@@H]2[C@H]2c3ccccc3C=NN12
    0.56	0.9	-4	-2	4	2.0	1	5	-5
- Nn1c(Cc2ccccc2)nc2sc3c(c2c1=O)CCC3
    -0.36	1.5	0	15	-8	17	7	-7	-11
- Cn1c(=O)[nH]c(=O)c2c1nc(N1CCCCCC1)n2CCOc1ccccc1
    ·	-0.3	-3	4	24	-1.3	3	-6	-5
- CC1CN(S(=O)(=O)c2cccc3nsnc23)CC(C)O1 (stereo not drawn)
    0.022	0.0	-4	-15	8	0.2	6	-2	-10
- Cc1oc(-c2ccccc2Cl)nc1CSCC(=O)O
    -1.3	1.1	3	-6	-1	0.7	16	-3	-19
- CC(C)(C)n1nnnc1C(c1cccs1)N1CCN(Cc2ccccc2)CC1 (stereo not drawn)
    0.13	-0.2	3	8	0	-0.7	0	-6	-5
- CCOC(=O)C1(CC)CC(CSc2nc3ccccc3[nH]2)OC1=O (stereo not drawn)
    -0.17	0.4	3	4	1	1.4	17	2	-3
- Cc1ccc(S(=O)(=O)N/N=C\c2ccccc2OCc2ccccc2)cc1
    -0.089	0.2	15	4	0	-19	26	-1	-8
- COC(=O)c1sc2ccccc2c1-n1cccc1C(=O)C(=O)Nc1ccc(Cl)cc1
    0	-0.1	2	1	1	-0.4	20	6	-15
- Cc1ccc(NC(=S)N2CCCC2)cc1
    -0.18	1.3	3	11	0	-0.7	-1	4	-19
- COCCN1Cc2cccc(C(=O)Nc3ccccc3OC)c2C1=O
    -0.037	2.2	-7	-2	-4	2.5	5	1	-19
- C[C@@]12CC(=O)NC1N(C(=O)c1cccc(C(F)(F)F)c1)C(c1ccccc1O)C2 (stereo partly drawn)
    ·	0.4	-5	2	-1	-0.4	-4	-6	3
- CCCCN(CC)C(=O)Cc1cn(C)c2ccccc12
    -0.014	-0.6	-1	6	-1	-0.2	-3	-7	-29
- Cc1cccc2c1CC(C)(C)NC2=C(C#N)C#N
    -1.2	1.4	5	3	12	1.3	14	2	0
- Cn1cccc1C1Nc2ccccc2NC2=C1C(=O)CC(C)(C)C2 (stereo not drawn)
    -0.0056	-0.2	-9	-6	-2	0.7	1	-3	-14
- O=C(N1CCN(c2cccc(Cl)c2)CC1)C1(S(=O)(=O)c2ccc(Cl)cc2)CC1
    -1.3	0.1	-1	3	-16	0.7	8	2	-16
- CN(C)c1ccnc(Nc2ccccc2)c1C#N
    0.33	-0.5	1	21	-26	0.0	5	-3	·
- CCOc1ccc(OCC)c(NC(=O)CSc2nnc(-c3cccnc3)o2)c1
    ·	-0.3	0	11	-1	-2.1	-6	3	-18
- CC1Cc2ccccc2N1C(=O)CSc1nnc2sc3ccccc3n12 (stereo not drawn)
    ·	-1.0	-1	4	-2	-1.3	4	-6	2
- CSc1ccc(S(=O)(=O)Nc2ccc(NC(C)=O)cc2)cc1
    ·	0.3	-4	8	0	-0.5	5	-5	0

# Some of the entries so far, in CSV form:
SMILES,Cl transport mod,L929 necroptosis,FXIa inh,Rad51 HR inh,Hck Nef HTS,TNF death inh,FXIIa inh,thrombin 1536,hK5 inh
CCOC(=O)C1(CC)CC(CSc2nc3ccccc3[nH]2)OC1=O (stereo not drawn),-0.17,0.4,3,4,1,1.4,17,2,-3
Cc1ccc(S(=O)(=O)N/N=C\c2ccccc2OCc2ccccc2)cc1,-0.089,0.2,15,4,0,-19,26,-1,-8
COC(=O)c1sc2ccccc2c1-n1cccc1C(=O)C(=O)Nc1ccc(Cl)cc1,0,-0.1,2,1,1,-0.4,20,6,-15
Cc1ccc(NC(=S)N2CCCC2)cc1,-0.18,1.3,3,11,0,-0.7,-1,4,-19

# The listing picks up with the 2 entries that preceded the break.
# Every second line gives: Cl transport mod	L929 necroptosis	FXIa inh	Rad51 HR inh	Hck Nef HTS	TNF death inh	FXIIa inh	thrombin 1536	hK5 inh
- CC1Cc2ccccc2N1C(=O)CSc1nnc2sc3ccccc3n12 (stereo not drawn)
    ·	-1.0	-1	4	-2	-1.3	4	-6	2
- CSc1ccc(S(=O)(=O)Nc2ccc(NC(C)=O)cc2)cc1
    ·	0.3	-4	8	0	-0.5	5	-5	0
- CCOC(=O)C(C)N1N=C(/C=C/c2ccc(OC)cc2)CCC1=O (stereo not drawn)
    ·	0.2	-1	-2	1	-2.3	4	-1	-9
- O=C(O)CCC(=O)Nc1ccc(Sc2ccc([N+](=O)[O-])cc2)cc1
    -0.29	0.8	5	3	4	1.8	10	1	-14
- CCc1nn(CC(=O)O)c(=O)c2ccccc12
    -0.075	0.4	3	3	2	-1.7	6	-2	-23
- O=C(Cn1c(C(=O)NCCCN2CCOCC2)cc2sccc21)c1ccccc1
    0.3	-0.6	4	·	-19	0.1	0	-1	2
- O=C(COC(=O)C1(c2ccc(F)cc2)CCCC1)NCc1ccc2c(c1)OCO2
    -0.47	-0.2	2	1	4	2.0	4	-5	-9
- CCc1ccc2nc(SCC(=O)N3CCCCC3)c(C#N)cc2c1
    1.1	-0.5	9	·	10	1.7	13	0	-6
- Cc1cccc(C)c1NC(=S)N(CCN(C)C)Cc1cccs1
    -0.12	0.9	-2	-20	23	1.5	11	-8	-6
- COc1ccc(C(N)=O)cc1NC(=O)CC(O)(C(F)(F)F)C(F)(F)F
    ·	0.0	-2	5	8	-3.9	11	-4	-1
- CC1CC(C)CN(CCCNC(=O)c2csc3c2CCCC3)C1 (stereo not drawn)
    -0.19	0.2	3	-4	-1	3.9	-4	-11	-35
- O=C(Nc1cccc(C(=O)O)c1)/C(=C\c1ccc2c(c1)OCO2)NC(=O)c1ccccc1
    0.51	-0.6	3	-4	26	-0.7	9	0	2
- Cn1nnc2cc(C(=O)Nc3ccc4ccccc4c3)ccc21
    0.11	9.1	3	-4	17	-0.9	12	-6	2
- N#C/C(=C/c1cn(-c2ccccc2)nc1-c1cccc(S(=O)(=O)N2CCCC2)c1)C(=O)NCc1ccco1
    -0.14	-0.1	8	-6	34	3.0	14	-2	11
- Clc1ccccc1Nc1ncnc2c1nnn2Cc1ccccc1
    0.37	0.2	-6	0	0	-1.5	18	-8	-17
- Cc1cc2cc(C(c3nnnn3Cc3ccco3)N3CCCCC3)c(=O)[nH]c2cc1C (stereo not drawn)
    0.68	0.4	10	-11	1	0.9	21	3	0
- CC(=O)N(C)c1ccc(OCC(O)Cn2c(C)nc3ccccc32)cc1 (stereo not drawn)
    0.031	-0.3	2	-3	13	-5.3	14	·	19
- N#CCCN(Cc1cccnc1)C(=S)NC(=O)c1ccc(S(=O)(=O)N2CCCC2)cc1
    0.29	3.1	3	-8	17	0.9	9	-3	0
- O=C(NCc1ccco1)C(=O)NCc1ccccc1Cl
    0.53	·	9	27	6	27	16	5	-4
- c1cnc2ccc(C(c3nnnn3C3CCCC3)N3CCSCC3)cc2c1 (stereo not drawn)
    0.0086	-0.5	4	-6	3	2.4	14	1	-11
- Cc1cc(=O)oc(C)c1C(=O)Nc1ccc2nsnc2c1
    ·	0.6	-13	2	1	-1.2	-16	-5	-12
- COc1ccccc1OCCSc1nnnn1C1CCCCC1
    -1.1	0.1	7	-8	9	0.9	16	3	-10

# Sorted by value in thrombin 1536 (smallest number first): 6 from the list above
structure	thrombin 1536
CC1CC(C)CN(CCCNC(=O)c2csc3c2CCCC3)C1 (stereo not drawn)	-11
Cc1cc(=O)oc(C)c1C(=O)Nc1ccc2nsnc2c1	-5
N#C/C(=C/c1cn(-c2ccccc2)nc1-c1cccc(S(=O)(=O)N2CCCC2)c1)C(=O)NCc1ccco1	-2
O=C(O)CCC(=O)Nc1ccc(Sc2ccc([N+](=O)[O-])cc2)cc1	1
COc1ccccc1OCCSc1nnnn1C1CCCCC1	3
O=C(NCc1ccco1)C(=O)NCc1ccccc1Cl	5

# The list continues.
# Every second line gives: Cl transport mod	L929 necroptosis	FXIa inh	Rad51 HR inh	Hck Nef HTS	TNF death inh	FXIIa inh	thrombin 1536	hK5 inh
- CC(=O)c1ccc(N(C)C)cc1
    1.8	-1.1	-2	-2	0	0.2	1	-4	-10
- COc1ccc(N2CC(C(=O)NC3CC(C)(C)NC(C)(C)C3)CC2=O)cc1 (stereo not drawn)
    ·	1.8	-6	12	0	0.0	21	-4	-2
- O=S(=O)(c1ccc(Cl)cc1)N1CCN(C2CCCCCC2)CC1
    -0.24	0.3	25	7	3	-1.9	15	-2	-27
- O=C(COc1ccccc1C(=O)NCC1CCCO1)Nc1ccc(Cl)cc1Cl (stereo not drawn)
    -0.89	1.0	-3	2	4	1.1	5	-3	2
- Cc1cc(C)n2nc(N)c(N=Nc3ccc4c(c3)OCO4)c2n1
    1.3	0.6	6	·	3	0.6	5	-4	-17
- COc1ccc(-c2ncncc2-c2csc(C)n2)c(O)c1
    1.1	-0.8	2	-6	10	-0.3	7	-1	-12
- Cc1ccc(CSCC(=O)N2CCOCC2)cc1
    ·	0.3	-4	-3	1	0.7	14	4	-5
- CCOC(=O)N1CCC(NC(=O)C2CCN(S(=O)(=O)c3cnc[nH]3)CC2)CC1
    0.36	0.7	-4	4	-1	1.4	3	-12	7
- O=C(/C=C(\O)c1ccc(Cl)cc1)C(=O)NNC(=O)C(O)(c1ccccc1)c1ccccc1
    2.1	-0.1	2	1	0	-0.8	-6	-14	-7
- Cc1cc(NC(=O)CN2C(=O)/C(=C/c3cccc(Br)c3)SC2=S)no1
    0.39	0.7	-5	-11	-5	1.5	-7	-13	-9
- COCCCn1c(SCC(=O)N2CCCC(C)C2)nnc1-c1ccco1 (stereo not drawn)
    0.36	1.5	6	1	-6	0.7	15	-2	0
- CN(CC(=O)NCc1ccccc1Cl)CC(=O)Nc1cccc(F)c1
    -2.6	1.9	25	-1	-17	0.9	18	11	12
- CC(C)C[C@H](CO)Nc1nc(N(C)c2cccc(Cl)c2)c2ncn(C(C)C)c2n1
    -0.66	-1.2	1	9	30	0.9	7	0	1
- Cc1ccc(C)c(NS(=O)(=O)c2ccc(NC(=O)CSc3ccc(Cl)cc3)cc2)c1
    -0.21	1.3	8	5	3	3.3	15	-1	-17
- Cc1cccn2c(=O)c3cc(C#N)c(=O)n(CCCN4CCOCC4)c3nc12
    0.29	0.5	-5	-9	178*	-0.4	-23	-12	-12
- O=C(C1=C(O)C(=O)N(c2ncccn2)C1c1cccc(Cl)c1)c1ccco1 (stereo not drawn)
    -0.88	-0.2	5	2	-1	-1.5	10	16	-22
- COc1cc(NC(=O)C2CCCCN2)ccc1OCC(C)C (stereo not drawn)
    -0.63	-0.1	-3	2	-1	-0.5	6	-3	-13
- O=C(Nc1ccccc1N1CCOCC1)c1cccnc1
    -0.04	1.4	1	-5	17	0.6	-1	-4	-3
- COc1cc(C(=O)O)ccc1OCC(=O)N1CCOCC1
    0.83	0.0	3	-3	0	0.9	13	-7	-23
- Cc1cccc(N(CC(=O)Nc2ccc(-c3nc4ccc(C)cc4s3)cc2)S(C)(=O)=O)c1
    ·	0.6	-1	3	2	-3.9	3	-5	-51
- Clc1ccc(CSc2ncnc3nc[nH]c23)cc1
    0.65	-0.2	-11	2	-4	-1.0	-8	-9	-16
- COc1ccccc1N/C(=N/c1nc(C)cc(C)n1)NC(C)=O
    0.56	1.8	-1	0	1	1.4	15	7	-1
